Hck-Nef inh: inhibitors of Nef-activated human Hck kinase, primary screen, biochemical, Z-Lyte FRET, 384-well, Hck-YEEI | AID 463187, 2010 | Recombinant Hck-YEEI plus Nef, Z-Lyte FRET kinase assay | 220,000 compounds, 0.68% hits | inhibition, % at 20 µM;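 active means Hck-Nef kinase inhibition above about 50%, limit read from the data; inactive means inhibition below that limit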;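 further: 0% = DMSO with Hck plus Nef and 100% = Hck alone without Nef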
Cl transport mod: KCC2 cotransporter modulators, thallium flux, primary screen, cell-based, HEK293 KCC2, FluoZin-2 fluorescence, MLSMR; B-score of Tl+ flux slope (higher = more flux/activation; lower = inhibition) at 10 µM; Solute carrier family 12 member 5 (Homo sapiens), Q9H2X9; KCC2 cells, thallium flux FluoZin-2 fluorescence; AID 1456, 2008; 190,000 compounds, 2.2% hits;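 active means thallium flux slope and its plate-corrected score both differing from the plate sample mean at a set confidence after two filtering rounds, in either direction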;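 further: slope of fluorescence scaled to starting intensity during 10 to 20 s after thallium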
L929 necroptosis: inhibitors of zVAD-triggered necroptosis, primary screen, L929 cells. 220,000 compounds, 0.38% hits. viability rescue, % at 10 µM. L929 zVAD necroptosis rescue, ATP luminescence, 24 h; with zVAD 60 µM;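 active means activation, scaled between plate controls, above about 75%, limit read from the data; inactive means activation under that limit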;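 further: 0% = zVAD with DMSO and 100% = DMSO alone without zVAD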
FXIa inh: human FXIa protease inhibitors, primary screen, biochemical, 1536-well; Coagulation factor XI (Homo sapiens), P03951; purified FXIa, Boc-Glu-Ala-Arg-AMC fluorogenic substrate; inhibition, % at 5 µM; 220,000 compounds, 0.14% hits; AID 798, 2007;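 active means inhibition of at least 40%; inactive means inhibition below 40%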;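 further: fluorescence of freed AMC excited at 355 nm; 0% = enzyme without compound and 100% = no enzyme blank; many of its hits are not listed in these tables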
Rad51 HR inh: human RAD51 strand exchange inhibitors, primary screen, biochemical, fluorescence; 200,000 compounds, 0.085% hits; inhibition, % at 10 µM; AID 1385, 2008; DNA repair protein RAD51 homolog 1 (Homo sapiens), Q06609; hRad51 DNA strand exchange, fluorescence dequenching;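 active means inhibition above 40% at the single screening dose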;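 further: 0% = DMSO control wells and 100% = blanks with heterologous ssDNA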
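Test system – preformed human Rad51 ssDNA filaments · Reagent – Donor/quencher-labelled 47-bp dsDNA substrate · Incubation – 37 °C 15-min filament assembly, 30-min compound preincubation, 15-min exchange · Signal – FRET fluorescence dequenching, excitation 485 nm, emission 520 nm · Read-out – percent inhibition from fluorescence, normalised to plate control and blank means · Benchmarks – plate control and blank wells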
FXIIa inh 1536: human FXIIa protease inhibitors, primary screen, biochemical, 1536-well; Coagulation factor XII (Homo sapiens), P00748; purified FXIIa, Boc-QGR-AMC fluorogenic substrate, 2 h; inhibition, % at 5 µM; 220,000 compounds, 0.3% hits; in the data active means inhibition above about 40%;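 further: 0% = enzyme with no compound and 100% = blank without enzyme; many of its hits are not listed in these tables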
Target sequence (P00748 20-372 limits assumed): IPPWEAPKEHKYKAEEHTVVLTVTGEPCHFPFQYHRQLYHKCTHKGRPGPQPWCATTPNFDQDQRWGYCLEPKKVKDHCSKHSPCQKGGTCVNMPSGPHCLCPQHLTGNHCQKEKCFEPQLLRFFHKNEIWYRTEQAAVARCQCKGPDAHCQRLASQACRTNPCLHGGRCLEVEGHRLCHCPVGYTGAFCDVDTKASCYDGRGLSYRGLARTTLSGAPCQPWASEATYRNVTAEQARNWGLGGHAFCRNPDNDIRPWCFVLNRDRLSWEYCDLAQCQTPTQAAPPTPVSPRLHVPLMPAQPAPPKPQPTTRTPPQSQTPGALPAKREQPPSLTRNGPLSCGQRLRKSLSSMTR
Target sequence (P00748 373-615 limits assumed): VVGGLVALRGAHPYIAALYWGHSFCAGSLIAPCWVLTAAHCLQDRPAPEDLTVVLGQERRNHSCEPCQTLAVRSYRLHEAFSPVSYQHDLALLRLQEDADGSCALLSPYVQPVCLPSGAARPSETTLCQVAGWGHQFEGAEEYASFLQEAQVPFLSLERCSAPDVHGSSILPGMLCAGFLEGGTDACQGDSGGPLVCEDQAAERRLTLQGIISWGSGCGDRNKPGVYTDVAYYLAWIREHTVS
TNF necrop inh: inhibitors of TNF-alpha triggered necroptosis, primary screen, cell-based, Jurkat FADD-/-, single concentration; 220,000 compounds, 0.068% hits; Jurkat FADD-/- TNF necroptosis rescue, ATP luminescence, 24 h; 0 = TNF only, 100 = no-TNF cells; activation (protection from cell death), % at 10 µM;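 active means activation, meaning protection from cell death, of at least 50% relative to plate controls; inactive means activation below 50%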;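 further: necroptosis triggered by 40 ng/mL TNF-alpha added together with compound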
thrombin 1536: human alpha-thrombin inhibitors, primary screen, counter-screen for coagulation protease inhibitor project, biochemical, 1536-well, fluorogenic AMC substrate; AID 1046, 2008; inhibition, % at 5 µM; 220,000 compounds, 0.26% hits; Prothrombin (Homo sapiens), P00734; Boc-VPR-AMC fluorogenic substrate cleavage;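 active means inhibition at or above 40%; inactive means inhibition below 40%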;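 further: 0% = enzyme with no compound and 100% = wells without enzyme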
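Material: human alpha-thrombin enzyme / Medium: pH 7.5 Tris (50 mM) with NaCl 150 mM, Tween 20 0.05% / Compound: single-point dosing at 5 µM, 0.2% DMSO / Incubation: enzyme reaction carried out at room temperature / Detection: AMC fluorescence, 355/460 nm / Read-out basis: percent inhibition scaled between no-compound controls and no-enzyme blanks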
hK5 inh: human KLK5 protease inhibitors, primary screen, biochemical, 1536-well. 210,000 compounds, 0.59% hits. recombinant hK5, fluorogenic AMC substrate cleavage. inhibition, % at 5 µM. AID 873, 2007. Kallikrein-5 (Homo sapiens), Q9Y337;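 active means inhibition of 40% or more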;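 further: 0% = enzyme controls without compound and 100% = no-enzyme blanks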
Target sequence (Q9Y337 67-293 limits assumed): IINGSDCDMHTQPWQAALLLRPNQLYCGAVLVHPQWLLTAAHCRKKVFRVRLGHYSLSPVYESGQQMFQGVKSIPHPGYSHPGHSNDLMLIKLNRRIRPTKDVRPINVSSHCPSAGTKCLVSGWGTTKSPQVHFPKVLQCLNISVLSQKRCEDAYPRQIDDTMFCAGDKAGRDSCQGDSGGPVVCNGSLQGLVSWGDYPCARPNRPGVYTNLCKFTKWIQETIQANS
The depositor's hits bear a star; x = not tested or not shown. These rows are one share of the data, so the mix of outcomes need not match the whole.

The line under a structure holds: Hck-Nef inh	Cl transport mod	L929 necroptosis	FXIa inh	Rad51 HR inh	FXIIa inh 1536	TNF necrop inh	thrombin 1536	hK5 inh
#1 CCOC(=O)c1[nH]c2ccc(OC)cc2c1NC(=S)N1CCN(c2ccc(F)cc2)CC1
  1	0.57	-0.7	0	-6	5	1.1	-1	-5
#2 Cc1cc(NC2C3CC4CC(C3)CC2C4)n2ncnc2n1 (stereo not drawn)
  0	-0.38	-0.3	4	8	18	-4.7	2	-23
#3 CNc1nc2sc3c(c2c(=O)n1C)CC(C)(C)SC3
  1	-0.91	5.8	2	-6	9	-3.8	1	-14
#4 CCOC(=O)C1=NOC(CNC(=O)c2c(-c3ccccc3Cl)noc2C)C1 (stereo not drawn)
  1	x	1.5	2	1	17	-0.6	0	-14
#5 CCNc1nc(NCC)nc(NC(N)=S)n1
  20	0.41	33	-2	7	2	1.4	-14	4
#6 C/C=C/c1ccc(OC(C)=O)c(OC)c1
  -2	0.4	1.5	-5	-1	-2	3.7	-6	-14
#7 CCCNC(=S)NC1CCCC1
  0	1.4	1.2	-7	-4	3	-0.5	-1	-5
#8 CCCCCCCCCCNC(=O)C(=O)Nc1ccccn1
  2	x	0.2	4	4	19	0.0	1	6
#9 COc1ccc(N2CCN(CCCn3c(=S)[nH]c4ncccc4c3=O)CC2)cc1
  0	8.9*	0.7	5	-4	17	-0.7	3	-1
#10 Cn1nc(-c2ccc(Cl)cc2)nc2c(=O)n(C)c(=O)nc1-2
  0	-0.83	0.1	-7	-4	4	-7.3	-2	-11
#11 O=C(Nc1cccc(Cl)c1N1CCCC1)c1ccc(Br)o1
  21	x	-1.0	8	-3	2	-1.7	0	6
#12 O=C(O)c1nc2ccccc2nc1C(=O)O
  0	0.19	1.4	2	-30	15	0.6	-1	3
#13 CC1CN(C(=O)C2CC2)C(C)CN1C(=O)C1CC1 (stereo not drawn)
  0	-0.098	-0.2	3	-6	10	0.7	-10	12
#14 CCOc1cc2[nH]c(=S)n(CCC(=O)N3CCc4ccccc4C3)c(=O)c2cc1OCC
  1	-0.39	-0.2	-17	-8	-11	-1.2	-6	3
#15 CCCCC(=O)NC(=S)Nc1cc(C(=O)O)ccc1Cl
  3	0.028	1.1	20	0	23	1.2	2	-10
#16 CCCN1CNC(=S)N(c2ccccc2OCC)C1
  2	1.1	-1.1	-3	1	-4	0.5	-9	-13
#17 COc1ccccc1N1CCN(C(=O)c2cc(-c3ccc(Cl)cc3)on2)CC1
  -1	x	0.3	3	7	-3	0.2	-19	5
#18 CC1CCN(CCc2nc3cc(NS(=O)(=O)c4ccccc4)ccc3n2C)CC1
  -3	0.42	0.3	0	-2	14	-0.4	3	11
#19 COc1cccc(-n2nnc3c(=O)n(Cc4ccc(F)cc4)cnc32)c1
  0	x	0.9	5	7	14	0.5	5	0
#20 Cc1c(CN2CCc3c([nH]c4ccccc34)C2CC(C)C)cnn1C (stereo not drawn)
  29	0.21	23	-6	7	3	1.3	-9	-1

Continued; it opens with the two that closed the last part.
The line under a structure holds: Hck-Nef inh	Cl transport mod	L929 necroptosis	FXIa inh	Rad51 HR inh	FXIIa inh 1536	TNF necrop inh	thrombin 1536	hK5 inh
#19 COc1cccc(-n2nnc3c(=O)n(Cc4ccc(F)cc4)cnc32)c1
  0	x	0.9	5	7	14	0.5	5	0
#20 Cc1c(CN2CCc3c([nH]c4ccccc34)C2CC(C)C)cnn1C (stereo not drawn)
  29	0.21	23	-6	7	3	1.3	-9	-1
#21 COc1ccc(-c2cc(=O)[nH][nH]2)cc1
  -1	0.73	-0.4	-2	1	25	-1.4	6	-19
#22 CCn1c(NC(=O)c2cccs2)nc2ccccc21
  9	27*	81*	-3	-3	9	28	0	-209
#23 OCCN(CCO)CC(O)COc1ccc2c(c1)OCO2 (stereo not drawn)
  1	2	0.5	-2	10	12	-0.3	-2	2
#24 CC(C)Oc1ccc(C(=O)Nc2ccc([N+](=O)[O-])cc2)cc1
  1	-0.0049	2.9	1	5	7	-1.1	4	5
#25 O=C(CSc1ncnc2[nH]ncc12)Nc1nc(-c2ccc(F)c(F)c2)cs1
  18	0.067	1.6	-2	-1	12	-5.0	0	-2
#26 O=C1CCCc2cc3c(cc21)CC1(C3)Cc2cc3c(cc2C1)C(=O)CCC3
  9	0.33	-0.1	2	3	12	-13	-2	-2
#27 O=C(Nc1ccn(Cc2c(F)c(F)cc(F)c2F)n1)c1ccc(COc2ccc(Cl)cc2Cl)o1
  -3	0.56	0.4	4	5	2	0.6	-25	0
#28 CC[C@H](C)[C@H](NC(N)=O)C(=O)NCCc1ccc(Cl)cc1Cl
  13	-0.11	-0.6	7	1	12	1.1	-2	7
#29 COC(=O)COc1ccc(S(=O)(=O)Nc2ccc(NC(C)=O)cc2)cc1C
  1	0.24	4.3	2	-9	7	-0.4	-6	0
#30 O=c1cc(-c2ccccc2Cl)oc2cc(O)cc(O)c12
  2	-0.86	1.4	7	-5	15	0.5	1	-7
#31 Cc1c(C(=O)N/N=C/C(C)C)[nH]c2ccc([N+](=O)[O-])cc12
  5	-0.99	1.0	18	24	13	1.7	3	-5
#32 O=C(Nc1ccc(C(=O)Oc2ccccc2)c(O)c1)c1ccccc1
  19	-0.12	2.0	1	0	5	1.5	-6	-1
#33 CCC1=NN(C(=O)Cc2ccc([N+](=O)[O-])cc2)C(O)(C(F)(F)F)C1 (stereo not drawn)
  -16	1	0.1	28	-13	56*	-0.1	22	25
#34 O=C(O)CCC(=O)NNc1ncnc2ccccc12
  52*	-0.78	-0.1	1	7	13	-0.3	9	-3
#35 Cc1sc2ncn(CCC(=O)O)c(=O)c2c1C
  1	0.57	0.1	4	-5	16	-3.7	7	-21
#36 CN(C)/C=C/C1=CC(=O)CC(C)(C)C1
  32	-0.036	1.7	-3	-5	5	0.0	-8	-3
#37 O=C(NC1(C(F)(F)F)N=C(c2ccccc2)NC1=O)c1ccccc1F (stereo not drawn)
  -1	0.087	0.7	2	7	3	0.2	-15	7
#38 COc1cc(OC)cc(C(=O)OC/C(O)=C(\C#N)c2nc3ccccc3[nH]2)c1
  16	-0.29	20	-1	-3	7	6.1	-4	-12
#39 CC(=O)Nc1ccc(S(=O)(=O)NCC(=O)OCC(=O)N2CCN(c3ccccc3)CC2)cc1
  6	-0.32	0.4	18	-28	24	0.7	-4	-13
#40 COc1ccc(S(=O)(=O)N2CCNC(=O)C2)cc1Br
  20	0.9	0.6	0	-1	4	0.3	-13	-7

Values by screen from the list:
Nos. 8 to 18 in thrombin 1536: 1, 3, -2, 0, -1, -10, -6, 2, -9, -19, 3

Reformatted: entries from further up.
#	SMILES	Hck-Nef inh	Cl transport mod	L929 necroptosis	FXIa inh	Rad51 HR inh	FXIIa inh 1536	TNF necrop inh	thrombin 1536	hK5 inh
37	O=C(NC1(C(F)(F)F)N=C(c2ccccc2)NC1=O)c1ccccc1F (stereo not drawn)	-1	0.087	0.7	2	7	3	0.2	-15	7
38	COc1cc(OC)cc(C(=O)OC/C(O)=C(\C#N)c2nc3ccccc3[nH]2)c1	16	-0.29	20	-1	-3	7	6.1	-4	-12
39	CC(=O)Nc1ccc(S(=O)(=O)NCC(=O)OCC(=O)N2CCN(c3ccccc3)CC2)cc1	6	-0.32	0.4	18	-28	24	0.7	-4	-13
40	COc1ccc(S(=O)(=O)N2CCNC(=O)C2)cc1Br	20	0.9	0.6	0	-1	4	0.3	-13	-7

Next section.
The line under a structure holds: Hck-Nef inh	Cl transport mod	L929 necroptosis	FXIa inh	Rad51 HR inh	FXIIa inh 1536	TNF necrop inh	thrombin 1536	hK5 inh
#41 COc1ccc(OC)c(C2CC(c3ccc(NS(C)(=O)=O)cc3)=NN2C(=O)c2ccccc2)c1 (stereo not drawn)
  -11	0.13	-0.9	0	30	6	-0.1	3	-6
#42 COc1cc(NC(=S)NCC2CCCO2)c(OC)cc1Cl (stereo not drawn)
  -10	1.5	-0.6	26	-8	24	-1.0	37	32
#43 CCCS(=O)(=O)N1CCN(C(=O)c2ccc(-c3ccccc3)cc2)CC1
  2	x	0.6	1	-3	9	-1.6	2	-8
#44 O=C(CC1SC(=Nc2ccccc2)N(Cc2ccccn2)C1=O)Nc1ccc(Br)cc1 (stereo not drawn)
  3	-0.19	1.2	-7	5	-3	1.7	-6	-15
#45 O=C(Nc1nc(-c2ccc3c(c2)OCO3)cs1)C1CC1
  -2	0.26	76*	10	6	19	8.5	-4	0
#46 COc1ccccc1-c1nc(C#N)c(N2CCC(C(N)=O)CC2)o1
  -2	x	-0.1	17	1	21	-0.7	-1	-51
#47 CCOc1cc(N2CCOCC2)c(OCC)cc1NC(=O)CSc1ncccn1
  1	0.015	2.9	2	-6	6	0.5	2	-12
#48 CC(NC(=O)Cn1cnnn1)C12CC3CC(CC(C3)C1)C2 (stereo not drawn)
  2	x	1.6	-9	0	5	0.8	-15	-19
#49 Cc1noc(NS(=O)(=O)c2ccc(NC(=O)COc3ccccc3)cc2)c1C
  3	0.12	0.0	4	4	14	-2.2	-1	7

Source: PubChem BioAssay
